Screening data as filed in PubChem BioAssay.
Akt phos inh: Akt phosphorylation inhibition | Neuro2A IGF-stimulated pAkt S473 HTRF, 20 min; stronger effect = lower value | 360,000 tested, 0.32% active | AID 651550 | activity change, % for hits at 50 µM; in the data active = activity change below about -80%; inconclusive = mostly about -51% to -80%; note: % is set by controls: 0 for no effect and ±100 for the full control effect
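Neuro2A cells in DMEM with 0.5% FBS, overnight at 37 deg C, given compound at single 50 µM final, then IGF (6 nM final) for 20 min at 37 deg C. Lysed; phospho-Akt Ser473 by HTRF after 24 h, 665/615 ratio.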
ATXN viability: reduces viability in counter-screen for ATXN expression inhibitors; 400,000 tested, 0.49% active; AID 651635; Potency, µM (top dose mostly 56.7 µM), usual class: cytotoxic; S2 cells (HEK-293 line with an ATXN2-luciferase reporter) viability, CellTiter-Fluor protease fluorescence, 24 h; note: potency is the fitted concentration of half-maximal effect; nearly all actives have a fitted effect of over 40% in size
CCT chaperon mod: modulators of cytosolic chaperonin (CCT/TRiC) activity; purified chaperonin ATPase assay, HTRF ADP detection, 30 min; activity change, % (no concentration beside the values), hits read low; 360,000 tested, 0.3% active; AID 651819; in the data active = activity change below about -30%; note: % is set by controls: 0 for no effect and ±100 for the full control effect
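First, chaperonin was dispensed at 40 nM or 20 nM final depending on batch activity. Next, compounds were pinned at 76 uM and ATP added at 10 uM. After 30 min at 37 °C, ADP detection reagents ran 30 min at ambient temperature.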
A549 tox: A549 cytotoxicity, counter-screen for Nrf2 inhibitors; A549 ARE-Fluc cells, CellTiter-Fluor viability, 18-24 h; Potency, µM (series often up to 46 µM), without a hit: at the top dose activity change, negative = cytotoxicity, actives largely listed as inhibitors; 390,000 tested, 0.16% active; note: potency is the fitted concentration of half-maximal effect; % is set by controls: 0 for no effect and ±100 for the full control effect
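A549 ARE-Fluc cells in 5% FBS OPTI-MEM, 5000 cells/well, rested 2 h then exposed to compounds in concentration-response for 18-24 h at 37 °C. Viability by CellTiter-Fluor fluorescence (Ex 405/Em 525) after 30 min; luciferase luminescence (BugLite, 15 min, RT) read afterwards.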
Mm-Cpn inhibitor: M. maripaludis TRiC chaperonin inhibition | purified Mm-Cpn ATPase, ADP Transcreener TR-FRET | Potency, µM (highest dose often 76.9 µM), for inactives: at the top dose activity, negative = inhibition, actives largely listed as inhibitors | 330,000 tested, 0.031% active; note: potency is the fitted concentration of half-maximal effect; % is set by controls: 0 for no effect and ±100 for the full control effect; nearly all actives have a fitted effect of over 80% in size
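TR-FRET (320 nm excitation; 590 and 665 nm emission) reports ADP made from 10 uM ATP by 25 nM enzyme; compounds were preincubated 10 min, reaction run 30 min, both at 37°C.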
HepG2 viability: HepG2 cytotoxicity, counter-screen for TGF-b inhibitors | HepG2 CAGA-GFP viability, ATP luminescence, 18 h | 410,000 tested, 0.76% active | Potency, µM (titrated, usually from 46.1 µM), for the others: at the highest dose activity change, negative = cytotoxicity, hits mostly cytotoxic; note: potency is the fitted concentration of half-maximal effect; some results filed as inactive show a strong effect at the top dose
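HepG2 CAGA-GFP cells (1000/well, DMEM with 1% FBS) received compound, then TGF-beta at 500 pg/mL final, and were incubated 18 hours at 37 degrees C. Viability was read by CellTiter-Glo luminescence. Media-only wells were set as complete cell-killing and DMSO as no toxicity.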
Nrf2 block: inhibitors of Nrf2 signaling; A549 ARE-Fluc reporter, luciferase luminescence, 18-24 h; Potency, µM (doses to about 46 µM), for the others: top-dose activity change, negative = inhibition, usual class: inhibitors; 360,000 tested, 2.1% active; AID 504444; note: potency is the fitted concentration of half-maximal effect; % is set by controls: 0 for no effect and ±100 for the full control effect; nearly all actives have a fitted effect of over 60% in size
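Nrf2 activity is the BugLite luminescence, read 15 min after reagent at room temperature, following CellTiter-Fluor cytotoxicity readout (30 min, 37C). Compound titrations were applied for 18-24 h to 5000 A549 ARE_Fluc cells/well in 5% FBS OPTI-MEM.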
TGFb inhibitor: blocks TGF-b signaling. HepG2 CAGA-GFP TGF-b/SMAD3 reporter, GFP fluorescence, 18 h; TGF-beta stimulated, 500 pg/mL final. Potency, µM (titrated, usually from 46.1 µM), for inactives: at the top dose activity, negative = inhibition, actives largely listed as inhibitors. 410,000 tested, 1.2% active; note: potency is the fitted concentration of half-maximal effect; % is set by controls: 0 for no effect and ±100 for the full control effect; nearly all actives have a fitted effect of over 65% in size
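Inhibition of TGF-beta-driven CAGA-GFP reporter expression in HEPG2 cells is measured by cellular GFP fluorescence after 18 h stimulation with 500 pg/mL recombinant TGF-beta in 1% FBS medium at 37 degrees C.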
Nrf2 activator: activators of Nrf2 (ARE) signaling | 410,000 tested, 0.31% active | Potency, µM (titrated, usually from 46.1 µM), for the others: top-dose activation, actives largely listed as activators | AREc32 ARE-luciferase reporter (MCF7-derived line), luminescence, 24 h | AID 624171; note: potency is the fitted concentration of half-maximal effect; % of control where 0% means no effect; nearly all actives have a fitted effect of over 65% in size
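AREc32 cells carrying an ARE-driven firefly luciferase, 1000 cells/well in OPTI-MEM with 5% FBS, dosed after overnight attachment and incubated 24 hr at 37 deg C. Steady-Glo luminescence read after 30 min at RT.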
Active calls of the source: *; i = inactive; ? = inconclusive; · = no result given; & = joins results of further samples. Unless noted, calls come from the whole dose curve; as a rule, active = well fitted curve in the direction sought with a large enough effect; inconclusive = small, poorly fitted or top-dose-only effect, or another doubt; inactive = no such curve, though single readings can be large; an effect the other way counts as inactive or inconclusive.

molecule,Akt phos inh,ATXN viability,CCT chaperon mod,A549 tox,Mm-Cpn inhibitor,HepG2 viability,Nrf2 block,TGFb inhibitor,Nrf2 activator
CCc1cccc(NC(=O)CCS(=O)(=O)c2ccc3nc(C)sc3c2)c1,·,·,·,7%,·,-2%,-1%,-39%,-0.6%
CCCCSCc1[nH]c(=O)[nH]c1C(=O)CCCCC(=O)OCC,i,i,-1.9,5%,0%,-17%,13%,-5%,-0.5%
COCc1nnc(SCC(=O)NC(C)c2ccccc2)n1-c1ccccc1 (stereo unspecified),i,?,-1.7,-1%,1%,14%,4%,24%,-0.9%
COc1cc(C(=S)N2CCOCC2)ccc1OC(=O)c1cc(OC)c(OC)c(OC)c1,i,i,-6.3,1%,2%,-5%,-9%,0%,-0.4%
Cc1cc(NC(=O)c2ccc(F)cc2)n(-c2ccccn2)n1,i,i,0.6,-7%,-4%,-22%,0%,-5%,8.1%
CC(=O)c1[nH]c(C)c(C(=O)NCCc2ccc(C)cc2)c1C,·,·,·,21%,·,-30%,5%,-23%,7.6%
C/C(=N\NC(=O)c1ccc(F)cc1)c1ccccn1,i,?,1.3,?,2%,-44%,?,1.1µM*,0.5%
Cc1ccc(C)c(S(=O)(=O)N2CCN(C(=O)CSc3ccccc3)CC2)c1,i,i,-2.9,-3%,3%,-2%,-9%,1%,-0.8%
CC(Oc1ccc2c3c(c(=O)oc2c1)CCCC3)C(=O)NCc1ccccn1 (stereo unspecified),i,i,-0.8,1%,-2%,-5%,?,-1%,0.3%
COc1ccc(-c2nc3n(c2C)Cc2ccccc2-3)cc1,i,?,0.0,2%,-6%,-8%,?,-12%,6.1%
CCn1c(-c2cc(Cl)ccc2OC)n[nH]c1=S,i,?,-1.4,1%,-9%,8%,·,8%,0.0%
CCOc1ccc(NS(=O)(=O)c2ccc(NS(=O)(=O)c3ccccc3)cc2)cc1,i,i,-0.1,0%,-2%,0%,2%,-24%,0.6%
O=C(c1ccc(Oc2ccc(Cl)cc2)c([N+](=O)[O-])c1)N1CCCC1,i,i,-2.8,-8%,0%,-6%,?,-3%,2.7%
COc1cc(/C=C/C(=O)OCC(=O)NCCC2=CCCCC2)cc(OC)c1OC,i,?,-1.5,0%,0%,-1%,0%,7%,0.3%
CN1CCN(C(=O)c2ccccc2-c2ccccc2C(=O)O)CC1,i,i,-3.1,1%,2%,-30%,5%,3%,0.2%
CC(OC(=O)Cn1[nH]c(=O)c2ccccc2c1=O)C(=O)Nc1ccc(F)cc1Cl (stereo unspecified),i,i,2.0,13%,1%,-40%,14%,-6%,-0.4%
CC(CCc1ccccc1)NC(=O)C(=O)NCCO (stereo unspecified),i,i,0.5,2%,1%,0%,3%,21%,0.3%
Nc1nc(CSCCO)nc(Nc2ccc(F)cc2)n1,i,i,-0.4,-4%,0%,8%,14%,1%,-0.7%
O=C1NC(NS(=O)(=O)c2ccccc2)(C(F)(F)F)C(=O)N1CCc1ccccc1 (stereo unspecified),i,i,-3.9,-6%&2%,?,-8%&-16%,0%&16%,-10%&9%,2.8%&-0.1%
COc1ccc(N2CCN(CC(=O)c3c[nH]c4ccccc34)CC2)cc1,i,i,0.1,-6%,1%,1%,-7%,-1%,-0.5%

Compound profiles, as listed above. Values in the order: Akt phos inh	ATXN viability	CCT chaperon mod	A549 tox	Mm-Cpn inhibitor	HepG2 viability	Nrf2 block	TGFb inhibitor	Nrf2 activator
Cc1cc(NC(=O)c2ccc(F)cc2)n(-c2ccccn2)n1 as listed: i	i	0.6	-7%	-4%	-22%	0%	-5%	8.1%
COc1ccc(-c2nc3n(c2C)Cc2ccccc2-3)cc1 as listed: i	?	0.0	2%	-6%	-8%	?	-12%	6.1%
COc1cc(C(=S)N2CCOCC2)ccc1OC(=O)c1cc(OC)c(OC)c(OC)c1 as listed: i	i	-6.3	1%	2%	-5%	-9%	0%	-0.4%

Next entries
molecule,Akt phos inh,ATXN viability,CCT chaperon mod,A549 tox,Mm-Cpn inhibitor,HepG2 viability,Nrf2 block,TGFb inhibitor,Nrf2 activator
COc1ccc(N2CCN(C(=O)C3CCCN(S(=O)(=O)c4c(C)noc4C)C3)CC2)cc1 (stereo unspecified),i,i,-0.2,2%,2%,-3%,-15%,0%,0.0%
COc1ccc(S(=O)(=O)NCCNC(=O)N2CCOCC2)cc1,i,i,-1.8,10%,-1%,-6%,6%,-17%,-0.7%
CSc1nc(N2CCOCC2)c2c3c(sc2n1)CCC3,i,i,0.0,-2%,-2%,-3%,·,-8%,0.6%
COc1ccc(SCCN2CC[C@@H](O)CCC2=O)cc1,i,i,1.9,-1%,-1%,-46%&-5%,-4%,-5%&25%,-1.3%
CN(CCCC(=O)Nc1nccs1)S(=O)(=O)c1ccc(Cl)cc1,i,i,-0.6,-1%,3%,-19%,-15%,-8%,-1.0%
OCC1(CCCc2ccccc2)CCN(Cc2ccc(F)cc2)CC1,i,i,-1.9,-8%,-4%,-3%,13%,-1%,0.2%
COc1ccc(NS(=O)(=O)c2cc(NC(=O)CNC(=O)c3cccc(OC)c3)ccc2C)cc1,i,i,1.7,3%,0%,7%,-2%,?,7.3%
C=CCNC(=O)c1ccc(Cl)cc1Cl,i,i,3.0,-5%,-1%,10%,-8%,-3%,0.3%
O[C@@H]1CN(Cc2cccs2)[C@@H](c2ccccc2)C[C@H]1n1cc(C2CC2)nn1,i,i,0.3,·,·,-26%,·,-3%,2.2%
COc1ccc(CCN2CC(C(=O)OCC(=O)Nc3c(C)nn(-c4ccccc4)c3C)CC2=O)cc1OC (stereo unspecified),i,i,-0.5,0%,1%,0%,9%,-11%,2.0%
COc1ccc(Nc2ncnc3c2cnn3-c2ccc(C)cc2C)cc1,·,i,·,1%,·,-31%,·,8%,4.9%
CNC(=O)C1CCC(=O)N1Cc1c[nH]c2ccccc12 (stereo unspecified),i,i,-0.4,·,·,1%,·,-2%,0.0%
Cc1ccccc1NC(=O)C1(NC(=O)c2cccc(N3C(=O)CSC3c3ccccc3)c2)CCCCC1 (stereo unspecified),i,i,-2.3,-3%,-1%,-35%,?,-4%,-0.1%
Cc1cc(C)c(NC(=O)CSC2=Nc3ccccc3C3=NC(CC(=O)NCc4cccs4)C(=O)N23)c(C)c1 (stereo unspecified),·,?,·,-8%,·,-2%,0%,-29%,0.1%
CC(C)(C)c1ccc(OCCC(=O)NNC(=O)c2ccncc2)cc1,i,i,-1.1,0%,-10%,-34%,-11%,-24%,-0.1%
Cc1cc(C)c2nc(SCC(=O)NNC(=O)c3ccco3)c(C)cc2c1,i,i,2.0,0%,-3%,-31%,0%,-10%,0.6%
CCC(C)NC(=O)CSc1nc2ccccc2c(=O)n1CCCC(=O)NCC1CCCO1 (stereo unspecified),i,i,-1.9,0%,-3%,-2%,9%,14%,-0.8%
COc1cc(CCNC(=O)CCCn2c(=O)c3cccn3c3cccnc32)cc(OC)c1OC,i,i,0.3,-1%,0%,-20%,-13%,-13%,-0.4%
CCCCc1nc2cc(C(=O)N3CCCCC3C(=O)OC)ccc2o1 (stereo unspecified),i,i,-1.8,3%,0%,-3%,?,-5%,3.8%
COc1ccc(-c2nc(CS(=O)CC(=O)NCCCN3CCCC3)c(C)o2)cc1OC (stereo unspecified),i,i,-1.0,·,-2%,-3%,13%,2%,-0.7%
Cc1cc(NS(=O)(=O)c2ccc(NC(=O)c3ccccc3C)cc2)no1,i,i,0.5,0%,0%,-8%,-24%,8%,0.1%
CCCCn1c(N)c(N(CCOC)C(=O)C2CCN(C(=O)c3ccccc3C)CC2)c(=O)[nH]c1=O,i,i,0.8,0%,0%,20%,-3%,12%,-0.8%
COC(=O)[C@@H]1CCCN1Cc1c(C(=O)N2CCCCC2)nc2c(C)cccn12,i,i,0.6,-6%,-3%,1%,9%,-2%,2.0%
CC1(C)CC(=O)C2=C(C1)c1c(ccc3ccccc13)NC2c1ccc(Br)o1 (stereo unspecified),i,?,-0.7,?,0%,20µM*,?,-20%,5.4%
O=C(Cn1nc(C(F)(F)F)c2c1CCC2)N1CCN(c2ccccc2)CC1,i,i,-1.6,-14%,0%,0%,-10%,-3%,-0.2%
CC(NCC(c1ccco1)N1CCCCC1)C(=O)NC1CCCC1 (stereo unspecified),i,i,-1.2,-1%,-1%,-20%,13%,8%,-0.2%
COCc1c(Br)c(C)nc(OCC(=O)N/N=C/c2ccc(C)o2)c1C#N,i,?,-0.7,-6%,1%,-1%,-13%,-5%,-0.3%
COCCNc1nc(Oc2ccccc2)c2sccc2n1,i,i,-2.7,·,·,2%,·,9%,0.2%
Cc1nc(SC(C)C)[nH]c(=O)c1Cc1ccccc1,i,i,-1.0,-13%,-2%,-54%,-1%,-24%,0.4%
CCn1cc(C(=O)NCCCOC)c(=O)c2cc(S(=O)(=O)N(C)C3CCCCC3)ccc21,i,i,-9.6,5%,0%,-10%,-24%,-16%,-0.5%
Clc1ccc(Nc2nc(-c3cccs3)cs2)nc1,i,?,-0.7,-4%,-10%,-10%,?,11µM*,?
CN(C(=O)c1ccc2c(=O)n3c(nc2c1)CCCCC3)c1ccccc1Cl,i,i,-2.2,4%,0%,-2%,4%,-3%,0.3%
COCCNC(=O)COC(=O)c1[nH]c(C)c(C(C)=O)c1C,i,i,-3.4,-4%,0%,-7%,·,0%,-0.7%
CCc1ccc(OCC(=O)N/N=C(\C)c2ccc(O)cc2O)cc1,i,i,-0.5,1%,0%,-32%,?,-19%,0.2%
